EBI2 block: blocks human EBI2 receptor beta-arrestin signaling; EBI2 beta-arrestin recruitment, luminescence, 7a,25-OHC stimulated; inhibition, % at 5 µM; hit rate 0.81% among 360,000; in the data active = inhibition above about 38%;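 also: enzyme fragment complementation signal reports receptor beta-arrestin coupling in cells; 0% = agonist plus DMSO wells and 100% = wells without agonist; some results beyond the cut were filed as inactive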
Target sequence (P32249 whole entry, looked up, the tested form may be a part): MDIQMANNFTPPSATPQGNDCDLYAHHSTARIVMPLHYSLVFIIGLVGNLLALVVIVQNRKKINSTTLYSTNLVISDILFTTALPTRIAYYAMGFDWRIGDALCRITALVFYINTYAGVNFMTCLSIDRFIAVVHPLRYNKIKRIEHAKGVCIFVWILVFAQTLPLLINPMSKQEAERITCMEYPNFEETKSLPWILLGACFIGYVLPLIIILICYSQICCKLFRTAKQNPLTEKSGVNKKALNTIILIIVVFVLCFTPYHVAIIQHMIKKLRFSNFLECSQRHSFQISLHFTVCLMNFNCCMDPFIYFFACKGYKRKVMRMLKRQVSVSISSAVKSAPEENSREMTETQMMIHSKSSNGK
APJ agonist: agonists of human APJ apelin receptor; P35414; CHO-K1 APJ PathHunter beta-arrestin, luminescence; 0% DMSO wells, 100% apelin; activation, % at 20 µM; hit rate 0.11% among 330,000; AID 2520;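 active = activation more than six SD over the plate average, tested at 20 µM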;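 also: 0% = DMSO alone and 100% = apelin-13 at 10 nM; some results filed as inactive read as strong as hits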
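Incubation: overnight seeding, 90 min compound at 25 °C, 1 h detection; test system: PathHunter CHO-K1 APJ (AGTRL-1) beta-arrestin reporter cells; amount: 1000 cells/well; doses: one dose, 20 µM compound, 1% DMSO; measured by: beta-gal luminescence; measure: agonist-driven arrestin binding to APJ; benchmarks: negative DMSO alone, positive Apelin-13 at 10 nM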
CXCR6 inh: CXCR6 (human) receptor inhibition | hit rate 0.36% among 360,000 | inhibition, % at 20 µM | O00574 | CHO-K1 PathHunter CXCR6 beta-arrestin, luminescence | AID 602244; in the data active = inhibition above about 34%, passing the limit was not always enough;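 also: antagonist mode with CXCL16 agonist at 10 nM final; 0% = 10 nM CXCL16 with DMSO and 100% = unstimulated wells without agonist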
APJ antagonist: antagonists of human APJ apelin receptor; P35414; hit rate 0.32% among 330,000; inhibition, % at 20 µM; CHO-K1 APJ beta-arrestin complementation, luminescence;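 active = inhibition above about 40% at 20 µM, limit read from the data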;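 also: cells challenged with 10 nM apelin-13 agonist together with compound; plate controls were apelin-13 plus DMSO wells for no effect and DMSO wells lacking apelin-13 for full effect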
UBC13 inh: inhibitors of human UBC13 polyubiquitin chain formation | hit rate 0.47% among 330,000 | TR-FRET | inhibition, % at 20 µM | P61088; in the data active = inhibition above about 45%, passing the limit was not always enough
Target sequence (P61088 whole entry, looked up): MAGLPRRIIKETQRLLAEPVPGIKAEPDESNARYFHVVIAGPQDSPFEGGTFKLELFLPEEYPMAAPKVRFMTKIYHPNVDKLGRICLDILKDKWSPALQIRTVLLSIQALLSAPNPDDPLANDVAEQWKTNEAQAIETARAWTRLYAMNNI
Gli-Sufu block: antagonists of Gli-Sufu signaling. inhibition, % at 5 µM. Sufu-KO-LIGHT fibroblasts, Gli luciferase reporter luminescence. AID 588413. hit rate 0.74% among 340,000;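 active = inhibition above about 55%, limit read from the data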;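 also: 0% = DMSO-treated cells and 100% = wells with medium but no cells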
CCR6 antagonist: CCR6 (human) receptor antagonism; P51684; CHO-K1 CCR6 PathHunter beta-arrestin, luminescence, CCL20-stimulated; inhibition, % at 20 µM; hit rate 0.49% among 340,000;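 active = compounds whose inhibition of the agonist-driven luminescence signal at 20 µM reaches about 50%, limit read from the data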;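 also: cells stimulated with CCL20 at 14 nM final; plate controls were DMSO with CCL20 for no effect and DMSO without agonist for full effect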
Target sequence (P51684 whole entry, looked up): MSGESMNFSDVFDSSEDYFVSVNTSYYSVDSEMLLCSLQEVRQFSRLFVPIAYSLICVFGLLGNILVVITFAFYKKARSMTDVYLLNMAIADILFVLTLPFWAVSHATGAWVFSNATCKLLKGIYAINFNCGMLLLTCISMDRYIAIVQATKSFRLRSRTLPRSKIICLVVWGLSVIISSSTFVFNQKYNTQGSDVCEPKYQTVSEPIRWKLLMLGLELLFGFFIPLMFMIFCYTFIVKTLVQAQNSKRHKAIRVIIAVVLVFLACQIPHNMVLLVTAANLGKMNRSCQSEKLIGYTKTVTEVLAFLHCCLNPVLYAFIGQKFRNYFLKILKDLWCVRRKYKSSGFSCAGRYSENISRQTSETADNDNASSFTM
ATG4B inhibitor: inhibitors of human ATG4B cysteine protease | Q9Y4P1 | inhibition, % at 8.33 µM | ATG4B cleavage of LC3-PLA2, NBD-HPC fluorescence, 1 h | AID 504462 | hit rate 0.51% among 340,000; in the data active = inhibition above about 40%
Active calls of the source: *; i = inactive; . = no result given.

Results follow in this order: EBI2 block | APJ agonist | CXCR6 inh | APJ antagonist | UBC13 inh | Gli-Sufu block | CCR6 antagonist | ATG4B inhibitor
O=C(Nc1nnc(-c2ccccc2F)s1)c1cccnc1
 : -9 | -3 | 11 | 14 | 15 | -41 | 2 | -1
COc1ccc(OC)c(CNC(=O)CCc2nc(-c3cccs3)no2)c1
 : -2 | -2 | -6 | -50 | 3 | 0 | -6 | -15
CCCCOC(=O)c1ccc(NC(=O)COC(=O)c2ccc3ncsc3c2)cc1
 : 13 | 1 | 0 | -2 | 9 | -27 | -1 | -69
CCc1ccc(S(=O)(=O)NCCc2cn3ccsc3n2)s1
 : 2 | 0 | -5 | -6 | 2 | 4 | 16 | -4
CC(C)CNC(=O)CN1C(=O)NC2(CCCc3ccccc32)C1=O (centres undefined)
 : -3 | -4 | -1 | -1 | 2 | -12 | 9 | -3
CC1CCCCC1NC(=O)C1CCC(CNS(=O)(=O)c2ccccc2)CC1 (centres undefined)
 : -8 | -3 | 4 | 3 | 1 | 1 | 4 | 0
CN(C)c1ccc2nc3c(=O)[nH]c(=O)nc-3n(CC(O)C(O)C(O)CO)c2c1 (centres undefined)
 : 5 | -9 | 28 | 70* | i | 3 | 33 | -10
O=C(c1cc2ccccc2o1)N1CCN(c2ncccn2)CC1
 : 59* | -4 | -2 | -1 | -2 | -8 | 5 | -5
Cc1ccc(-c2ccc(CCC(=O)O)n2NC(=O)c2ccco2)cc1
 : -5 | 1 | 13 | -30 | -7 | 3 | 0 | -6
O=C(CSc1nc2ccccc2c(=O)n1Cc1ccc(F)cc1)NCC1CCCO1 (centres undefined)
 : 10 | -2 | 10 | -1 | 24 | -1 | 23 | 5
O=C(Cc1ccc([N+](=O)[O-])cc1)N1N=C(c2ccncc2)CC1(O)C(F)(F)F (centres undefined)
 : -6 | -4 | -2 | -3 | 2 | 5 | 8 | -4
Cc1ccc(S(=O)(=O)Nc2nonc2C)cc1
 : -1 | -4 | 2 | 8 | 10 | 14 | -5 | -7
CC(C)N(C#N)c1nc(N2CCOCC2)nc(N2CCOCC2)n1
 : 0 | 1 | -2 | -5 | 4 | -5 | -11 | -1
C=CC[C@@H](CC(=O)N[C@H](CO)Cc1ccccc1)C(=O)NCCOC(=O)[C@@H](CC=C)Cc1ccc(F)cc1
 : 6 | -3 | 4 | 2 | 7 | -5 | 13 | 7
COc1ccc(C2=C(c3ccc([N+](=O)[O-])cc3)C(=O)OC2)cc1
 : 4 | 1 | -4 | -8 | 5 | 5 | -5 | -9
COC(=O)c1c(NC(=O)/C=C/C(=O)O)sc(Cc2ccccc2)c1C
 : -16 | 0 | -1 | 8 | -18 | 2 | 18 | 2
O=C(CN1CCCCCCC1)Nc1cc(Cl)cc(Cl)c1
 : 9 | -3 | -17 | -8 | 8 | 28 | 5 | -2
Cc1cc(C)c(S(=O)(=O)N2CCCOC2CNC(=O)C(=O)NCc2cccnc2)c(C)c1 (centres undefined)
 : -18 | -2 | -2 | 15 | 6 | -22 | 2 | -1
CCC(=O)Nc1nnc(S(=O)(=O)N(CC(C)C)c2ccccc2)s1
 : 1 | -4 | 6 | 4 | 5 | 1 | 5 | 0
COc1cc(OC)cc(-c2sc3ccc(OC)cc3c2C#CC(C)(C)O)c1
 : -10 | 2 | 2 | -1 | 8 | -9 | -8 | -21
Cc1ccnc(NC(=O)c2ccc(Cl)s2)c1
 : 1 | -3 | -9 | 27 | 6 | -80 | -5 | 2
O=C(c1scc2c1CCCC2)N1CCOCC1
 : 5 | 1 | 2 | 2 | -4 | 3 | 16 | -7
Clc1ccc(CN2CCc3c([nH]c4ccccc34)C2)cc1Cl
 : 16 | 85* | -3 | -14 | 2 | 0 | 14 | 4
O=C(CNCc1ccccn1)Nc1ccc([N+](=O)[O-])cc1C(=O)Nc1ccccc1F
 : 2 | 1 | -5 | 7 | -12 | 28 | 7 | -8
Cc1ccc(-c2nnn(CC(=O)N(CC(=O)NC3CCCCC3)c3cccc(F)c3)n2)o1
 : 7 | -2 | 25 | 3 | 9 | 12 | -6 | 2
COc1cc2c(OC(C)=O)c3c(c(-c4ccc5c(c4)OCO5)c2cc1OC)C(=O)OC3
 : -5 | 12 | -8 | -75 | 18 | 40 | 13 | -6
COc1cccc2sc(N3CCN(c4nc5ccccc5s4)CC3)nc12
 : -5 | 7 | -11 | -4 | 7 | -19 | 8 | 0
CCCCCC(=O)N[C@@H](c1ccccc1)[C@@H](O)C(=O)O[C@H]1C[C@@]2(O)[C@@H](OC(=O)c3ccccc3)C3[C@](C)(C(=O)[C@H](OC(C)=O)C(=C1C)C2(C)C)[C@@H](O)C[C@H]1OC[C@@]31OC(C)=O (some centres undefined)
 : 10 | -5 | 8 | 17 | -9 | -4 | 9 | -20
Cc1ccc(C)c(C(=O)NCc2ccncc2)c1
 : -7 | 2 | -2 | 9 | 0 | 4 | -4 | -12
O=C(CCCOc1ccccc1)N1CCN(S(=O)(=O)c2ccccc2)CC1
 : 46* | -5 | 2 | -2 | 2 | 20 | -2 | -11
CCOc1nc(SC(C(C)=O)C(=O)Nc2ccccc2)nc(N(C)C)n1 (centres undefined)
 : 9 | -3 | 9 | 10 | 6 | -5 | 6 | 0
COc1ccc(NC(=O)CSc2nc3ccsc3c(=O)n2Cc2ccccn2)c(OC)c1
 : 6 | 0 | -8 | 18 | 26 | 26 | -9 | -3
O=C(Nc1cc(C(F)(F)F)ccc1N1CCOCC1)c1cccnc1Cl
 : -5 | -5 | -3 | 7 | 11 | -10 | -3 | -6
CCOc1ccc(/C=N/NC(=O)NC23CC4CC(CC(C4)C2)C3)cc1O
 : 26 | -2 | 5 | -11 | 3 | 2 | -7 | -16
C#CC1(NC(=O)NC(C)C)CCCCC1
 : -5 | 0 | 1 | -12 | 7 | -9 | 4 | 7
CCOc1ccc(NC(=O)C2CCN(C(=O)NCc3ccccc3)CC2)cc1
 : -4 | -3 | 4 | -2 | 5 | -1 | 14 | -3
Cc1ccc(Cn2nc3c(cc2=O)CCc2ccccc2-3)cc1
 : 2 | -1 | 6 | 13 | 9 | -9 | 10 | -7
CC(C)CN(CCNC(=O)CN1C(=O)CSc2ccc(S(=O)(=O)N3CCOCC3)cc21)CC(C)C
 : -1 | 0 | 3 | 3 | -4 | 14 | 3 | -3
Cc1cccc(C(=O)N[C@H](C(=O)OCc2cc(=O)n3c(n2)sc2ccccc23)C(C)C)c1
 : 11 | -3 | -14 | -8 | -5 | 2 | 15 | 13
COCCS(=O)(=O)N(Cc1ccc(Br)cc1)[C@@H](C)C(=O)OC
 : -3 | . | 11 | . | . | 2 | 22 | 2

Gathered by group, the entries above with a CF3 group.
Results follow in this order: EBI2 block | APJ agonist | CXCR6 inh | APJ antagonist | UBC13 inh | Gli-Sufu block | CCR6 antagonist | ATG4B inhibitor
O=C(Cc1ccc([N+](=O)[O-])cc1)N1N=C(c2ccncc2)CC1(O)C(F)(F)F (centres undefined)
 : -6 | -4 | -2 | -3 | 2 | 5 | 8 | -4
O=C(Nc1cc(C(F)(F)F)ccc1N1CCOCC1)c1cccnc1Cl
 : -5 | -5 | -3 | 7 | 11 | -10 | -3 | -6

Further compounds follow:
Results follow in this order: EBI2 block | APJ agonist | CXCR6 inh | APJ antagonist | UBC13 inh | Gli-Sufu block | CCR6 antagonist | ATG4B inhibitor
CCOC(=O)c1c(C)c(C(=O)NCCCN2CCCC2=O)c(C)n1CC
 : -4 | -5 | 0 | 4 | 4 | 0 | 4 | -4
COC(=O)C1Cc2c([nH]c3ccccc23)C2(CCN(Cc3ccccc3)CC2)N1 (centres undefined)
 : -11 | -1 | 3 | 12 | 15 | 18 | 2 | -9
S=C(NCCCN1CCOCC1)NC1CC1
 : -4 | -3 | -6 | -4 | 2 | -2 | -3 | -3
O=C(c1cc2cc(Br)ccc2o1)N1CCOCC1
 : 26 | -4 | -4 | 16 | 1 | -26 | 13 | -6
CC(Nc1ccc2c(c1)OCCO2)C(=O)Nc1ccc2c(c1)OCO2 (centres undefined)
 : -8 | -2 | -4 | 6 | -6 | 4 | -6 | -5
Cc1ccc(Sc2nnc(Cc3ccccc3)c3ccccc23)cc1
 : 21 | -2 | 12 | -12 | -13 | 6 | 20 | -12
COc1ccc(CNC(=O)C(=O)NCC2OCCN2S(=O)(=O)c2ccc(F)cc2)cc1 (centres undefined)
 : -8 | -4 | -10 | 5 | -5 | 0 | -3 | 10
Cc1ccc(N2CC(C(=O)N3CCC(C(=O)Nc4nnc(C(C)C)s4)CC3)CC2=O)cc1 (centres undefined)
 : 0 | 0 | 2 | 7 | -3 | -1 | 7 | 3
Cc1ccc(S(=O)(=O)NCCC(=O)NNC(=O)c2ccccc2O)cc1C
 : 7 | -8 | -6 | -8 | 10 | -2 | 6 | -2
Cc1cc(C)nc(Nc2ccc(Br)cc2C(=O)O)n1
 : 0 | -2 | -5 | 12 | 8 | 10 | 3 | 3
COc1ccc(NC(=O)CSc2nc(N)c(C(=O)Nc3ccc(N(C)C)cc3)s2)cc1
 : 28 | -1 | 0 | -35 | -24 | 1 | 7 | 16
Cc1cc(=O)n2[nH]c(-c3ccccc3Cl)cc2n1
 : 0 | -3 | -6 | -10 | -13 | -11 | 1 | -7
COC(=O)C(CCCCN1C(=O)C2C3C=CC(C3)C2C1=O)N1C(=O)C2C3C=CC(C3)C2C1=O (centres undefined)
 : -5 | 2 | -2 | 3 | -6 | -2 | 11 | -9
Cc1ccc(C(=O)NCCCN2CCOCC2)cc1S(=O)(=O)N1CCOCC1
 : -4 | -3 | 0 | -5 | 2 | -2 | 13 | -2
COc1ccc(-c2nnc(SCc3csc(N)n3)n2C)cc1
 : -7 | -4 | 4 | 16 | -6 | -12 | 3 | 3
Cc1ccccc1NC(=O)COC(=O)C1CC2CCCC(C1)C2=O (centres undefined)
 : 1 | -4 | 12 | 3 | -14 | 2 | -4 | -11
CCOC(=O)c1cccc(Nc2nc(-c3cccnc3)nc3ccccc23)c1
 : 8 | 3 | -4 | 7 | 60* | 20 | 1 | -19
CC(C)NC(=O)CCn1c(=S)oc2ccccc21
 : 3 | -4 | -2 | -3 | 3 | -8 | -14 | 1
COC(=O)c1cc(Br)c(=O)n(Cc2ccc3c(c2)OCO3)c1
 : -10 | -2 | -2 | 9 | 16 | -31 | 20 | 0
O=C(c1cc2nc(-c3ccccc3)cc(C(F)(F)F)n2n1)N1CCOCC1
 : -6 | 1 | 3 | -9 | 4 | -24 | -3 | -2
O=C(CSc1ccccc1)Nc1nnc(-c2ccco2)o1
 : -1 | 0 | 13 | 10 | -8 | -3 | -4 | 6
Cc1ccc(CN2C(=O)CSC2c2ccc(F)cc2)cc1 (centres undefined)
 : 3 | -3 | 6 | 20 | -2 | 2 | 9 | -3
COc1ccc(OC)c(NC(=O)CN2CCc3ccccc3C2)c1
 : 2 | -3 | 3 | -19 | 0 | 15 | 10 | -3
CNS(=O)(=O)c1ccc(NC(=O)C(CCSC)NC(N)=O)cc1 (centres undefined)
 : -10 | -7 | 1 | -20 | -1 | 1 | 8 | -13
COc1ccc(OC)c(C(=O)CSc2nccc(-c3ccc(Br)cc3)n2)c1
 : 25 | -1 | -1 | 7 | 28 | 4 | 7 | -25
Cc1ccc(Cn2nnc3c(=O)[nH]c(C4CCN(S(=O)(=O)c5ccc(S(=O)(=O)NC6CC6)cc5)CC4)nc32)cc1
 : 0 | 0 | 10 | 1 | 0 | -19 | 11 | -29
CCC(=O)Nc1cc(=O)[nH]c2nc(-c3ccc(Cl)cc3)nn12
 : 17 | -1 | 1 | -34 | -2 | -1 | 9 | -5
CCC(C)NC(=O)c1ccccc1-c1ccccc1C(=O)NC(C)CC (centres undefined)
 : -6 | -2 | -2 | -4 | -3 | 14 | -8 | -1

Compounds were not picked by outcome; any-hit rate near 3%.
